# Compound activity deposited in PubChem BioAssay by several laboratories.
# iPSC survival up – enhancers of single-cell hiPSC survival, primary screen, ATPlite luminescence; 100% = ROCK inhibitor wells, 0% = DMSO; survival enhancement, % at 20 µM; hit rate 0.044% among 360,000; AID 602274, 2012; in the data active = survival enhancement above about 18%;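 also: cells exposed to compounds for 16 hours before the ATP read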
# ABCB6 inh MLPCN – ABCB6 transporter inhibitors, primary screen, K562-ABCB6 cells, flow cytometry, MLPCN library; ATP-binding cassette sub-family B member 6 (Homo sapiens), Q9NP58; K562-ABCB6 porphyrin accumulation, 1 h; stronger effect = lower value; fluorescence ratio to DMSO, % at 10 µM; hit rate 0.19% among 360,000; AID 602162, 2011;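 active = fluorescence ratio to DMSO below 75%, the collection mean minus 3 SD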;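 also: signal is porphyrin accumulated inside mitochondria; 100% equals median channel fluorescence of DMSO control wells; lower ratio means ABCB6 inhibition with less porphyrin fluorescence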
# Cardio protect – cardioprotection against H2O2-induced cell death, primary screen, uHTS, H9c2 cells, ATPLite luminescence. H9c2 cardiomyocytes, H2O2 injury protection, 2 h. protection from H2O2 cell death, % at 20 µM. hit rate 0.63% among 360,000. AID 588492, 2011;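 active = compounds giving at least 50% protection of heart cells from peroxide-induced death in the single-dose screen, raw or plate-pattern-corrected value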;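 also: 0% = DMSO wells with peroxide and 100% = DMSO wells without peroxide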
# MC4R barr agon – MC4R agonists recruiting beta-arrestin, primary screen, cell-based, luminescence, agonist arm of biased-ligand search | activation, % at 8.9 µM | AID 540308, 2011 | hit rate 0.98% among 360,000 | U2OS MC4R beta-arrestin complementation; percent of melanotan II response, DMSO zero;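 active = activation above a per-plate cutoff, the mean activation of sample wells on that plate plus 3 SD, cut at about 8% in these data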
# Target sequence (P32245 whole entry, looked up): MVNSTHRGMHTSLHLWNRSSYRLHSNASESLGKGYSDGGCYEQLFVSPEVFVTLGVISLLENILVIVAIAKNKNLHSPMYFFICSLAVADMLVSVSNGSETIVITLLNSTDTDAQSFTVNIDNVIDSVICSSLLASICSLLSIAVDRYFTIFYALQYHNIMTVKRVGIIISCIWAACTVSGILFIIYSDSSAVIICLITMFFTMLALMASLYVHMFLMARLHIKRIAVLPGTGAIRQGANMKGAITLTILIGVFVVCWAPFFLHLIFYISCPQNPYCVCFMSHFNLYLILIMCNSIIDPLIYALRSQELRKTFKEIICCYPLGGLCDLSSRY
# ABHD5 PLIN5 PPI – ABHD5-PLIN5 interaction inhibitors, primary screen, cell lysate, split luciferase complementation, luminescence | Perilipin-5 (Homo sapiens) + 1-acylglycerol-3-phosphate O-acyltransferase ABHD5 (Homo … | Split G. princeps luciferase complementation, 4 h | inhibition, % at 4 µM | hit rate 0.78% among 360,000 | AID 602281, 2012;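 active = inhibition above the mean inhibition across every tested compound plus 3 SD, cut at about 22% in these data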;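 also: 0% = DMSO only wells and the 100% control is not disclosed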
# m5-HT2A agonist – mouse Htr2a agonists via beta-arrestin recruitment, primary screen, cell-based, luminescence; 5-hydroxytryptamine receptor 2A (Mus musculus), P35363; CHO-K1 mHTR2A beta-arrestin complementation; percent of 30 µM serotonin response; activation, % at 7.6 µM; hit rate 0.66% among 360,000;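 active = activation above a run cutoff, the mean activation of all tested compounds plus 3 SD, cut at about 14% in these data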;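 also: 0% = plate median of compound wells and 100% = 30 µM serotonin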
# Target sequence (P35363 whole entry, looked up): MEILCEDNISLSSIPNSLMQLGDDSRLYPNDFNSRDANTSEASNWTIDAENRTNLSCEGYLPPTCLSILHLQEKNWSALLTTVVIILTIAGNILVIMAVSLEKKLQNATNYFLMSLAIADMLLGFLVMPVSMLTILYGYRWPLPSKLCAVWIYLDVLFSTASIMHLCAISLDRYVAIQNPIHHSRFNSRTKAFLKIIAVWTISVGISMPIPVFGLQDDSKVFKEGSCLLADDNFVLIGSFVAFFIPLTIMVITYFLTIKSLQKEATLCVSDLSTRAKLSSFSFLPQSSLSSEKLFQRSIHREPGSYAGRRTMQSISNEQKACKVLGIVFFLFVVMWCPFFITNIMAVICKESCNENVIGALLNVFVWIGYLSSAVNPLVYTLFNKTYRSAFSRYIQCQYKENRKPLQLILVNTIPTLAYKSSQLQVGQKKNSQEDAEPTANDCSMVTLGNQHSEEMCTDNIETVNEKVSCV
# aDG glyco up – activators of alpha-DG glycosylation, primary screen, uHTS, Pro5-aDG cells, AlphaScreen; alpha-DG glycosylation AlphaScreen (IIH6); 0% Pro5, 100% B10-LARGE cell signal; activation, % at 10 µM; hit rate 0.22% among 360,000;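 active = activation of at least 8% versus controls, or a plate z-score of at least 8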;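 also: Pro5 are CHO cells carrying HIG-tagged alpha-DG that lacks glycosylation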
# Granule exo inh – LAMP-1 surface exposure blockers, TALL-104 cells – cell-based, flow cytometry, MLPCN library, primary screen | hit rate 0.66% among 360,000 | TALL-104 LAMP-1 surface exposure; cells stimulated with thapsigargin and PMA | inhibition, % at 10 µM;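 active = inhibition above about 55%, limit read from the data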
# Glyco luc inh – increase of ERlucT glycosylation luciferase signal, primary screen, N-linked glycosylation inhibitor project, D54 ERlucT cells, luminescence, set 2; D54 ERlucT glycosylation luciferase reporter, 24 h; percent of 100 nM tunicamycin response; AID 588692, 2011; reporter increase, % at 12.5 µM; hit rate 0.23% among 360,000;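 active = mean luciferase reporter signal, scaled so untreated is 0 and the glycosylation-blocking control 100, at or above a set limit in every replicate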;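 also: luciferase carries N-glycosylation sites so blocking glycosylation raises the light; 0% = median of neutral control wells and 100% = median of 100 nM tunicamycin wells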
# MC4R antag cAMP – MC4R antagonists of cAMP signaling, primary screen, cell-based, TR-FRET, antagonist arm of biased-ligand search; inhibition, % at 6.5 µM; MC4R-expressing cells, MTII-stimulated cAMP, LANCE TR-FRET; hit rate 0.48% among 360,000;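 active = inhibition above its plate's cutoff, the mean of tested wells on that plate plus 3 SD, cut at about 29% in these data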;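 also: 0% = Melanotan II alone and 100% = Melanotan II plus saturating MCL0020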
#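 Assay system: U2OS cells stably expressing human melanocortin 4 receptor (MC4R) / Dosing: 6.5 µM / Timing: compound 30 min, challenge 1 h, detection 1 h / Measured by: Eu-cAMP/anti-cAMP TR-FRET, emission 671 nm / Replicates: singlicate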
# Numbers without * were called inactive; · = no result given.
SMILES,iPSC survival up,ABCB6 inh MLPCN,Cardio protect,MC4R barr agon,ABHD5 PLIN5 PPI,m5-HT2A agonist,aDG glyco up,Granule exo inh,Glyco luc inh,MC4R antag cAMP
CCOC(=O)CC1=C(C(=O)OCC)C2(C(=O)N1)C(C(=O)OC)=C(N)Oc1ccccc12 (configuration not stated),0.6,96,-2,2.5,-3,7,0.1,42,-1,0
C=CCC1(CN2CCCC2=O)C(=O)NC(=O)NC1=O,0.0,95,-4,0.0,-2,2,0.1,12,0,-6
COC(=O)C1=C(c2ccc(C(C)=O)cc2)C[C@@H]2CC[C@H]1N2C(=O)NCc1ccco1,-0.7,102,-2,-2.4,8,-2,-0.1,35,1,2
COc1cc(-n2c(=S)[nH]c3ccc(C)cc3c2=O)c(Cl)cc1Cl,0.1,102,-1,0.7,-1,3,0.2,1,7,-1
OCC[n+]1c2ccccc2nc2ccc(N3CCOCC3)cc21,-0.3,99,0,-1.9,-8,-7,0.0,-4,4,-16
Cc1cc(Cl)ccc1OCCCC(=O)NCc1cccs1,-1.4,96,-4,-0.7,8,2,0.1,-3,2,6
CCOC(=O)C(O)(c1ccc(N(C)C(=O)c2ccc(Cl)c(Cl)c2)cc1)C(F)(F)F (configuration not stated),-0.8,95,-8,0.6,3,-2,0.2,-4,-4,8
COC(=O)C12OCC34C(CC5C(C)=C(O)C(=O)CC5(C)C3C(O)C1O)OC(=O)C(OC(=O)/C=C(\C)C(C)C)C24 (configuration not stated),-3.9,99,-2,-0.5,-10,2,-0.4,1,-18,-12
Fc1cccc(C2NCCc3[nH]cnc32)c1 (configuration not stated),-2.6,92,-2,-1.3,-1,1,0.2,-7,0,4
O=c1c2ccccc2nc(/C=C/c2ccc(F)cc2)n1-c1ccccc1O,1.1,95,4,2.8,2,0,-0.2,-2,0,10
Cc1nc(CCl)cc(=O)[nH]1,-3.0,104,-1,-0.4,-7,3,0.2,1,1,17
Cc1cc(C)nc(NC2=NCCS2)n1,2.4,101,-4,1.7,6,4,0.0,-3,0,3
c1ccc2c(c1)Nc1ccccc1S2,-2.5,100,-2,1.1,4,-4,0.1,-4,-3,-12
CC1OC(OC2C(O)CC(OC3C(O)CC(OC4CCC5(C)C(CCC6C5CCC5(C)C(C7=CC(=O)OC7)C(O)CC65O)C4)OC3C)OC2C)CC(O)C1O (configuration not stated),-2.5,103,12,27*,-2,1,0.0,-4,-17,1
CC(=O)CC(C)(C)n1c[n+](C)nn1,-1.9,98,4,1.0,-6,-2,-0.2,0,2,7
Cc1ccc(C(=O)C2(C)N(O)C(C)C(c3cccs3)=[N+]2[O-])cc1 (configuration not stated),0.1,103,-3,1.6,-9,2,-0.2,2,0,-3
O=C1NC(=O)N(c2ccc(F)cc2)C(=O)/C1=C/c1ccc2c(c1)CCCN2Cc1ccccc1,0.5,200,-2,-2.0,12,-4,-0.2,1,2,4
Clc1ccc2c(c1)C(c1ccccc1Cl)=NCc1nnc(N3CCN(CCOc4ccccc4)CC3)n1-2,2.0,123,-6,5.0,15,7,0.4,-5,-1,13
c1ccc2c(CCN3CCCCC3)c[nH]c2c1,1.3,104,2,·,9,-2,1.0,10,0,·
CCN1CCN(Cc2ccc(OC(F)(F)F)cc2)CC1,-0.3,98,5,1.0,3,4,0.0,0,2,9
Cc1ccc(CCN2CC(C(=O)N3CCC4(CC3)OCCO4)CC2=O)cc1 (configuration not stated),1.2,89,6,-2.3,-5,0,-0.1,-1,0,0
Cc1cc(C=C2C(=O)N(C)C(=O)N(C)C2=O)c(C)n1-c1ccccc1,0.3,108,-6,-1.1,3,0,-0.2,-7,0,-10
CC12CCC(O)CC1CCC1C2CCC2(C)C(C(=O)CO)CCC12 (configuration not stated),3.0,100,-7,1.1,2,-3,-0.1,0,-5,0
COC(=O)C(O)(c1ccc(NC(=O)NC2CCCCC2)cc1)C(F)(F)F (configuration not stated),-2.2,104,-6,0.2,3,-1,0.0,1,-2,23
Cc1c(N=Nc2c(O)n(C)c(=O)n(C)c2=O)c(=O)n(-c2ccccc2)n1C,0.5,106,-3,-1.6,3,2,0.0,-3,4,9
CCN1C(=O)N(CC)C(=O)C2(Cc3ccccc3N3CCN(c4ccccc4)CC32)C1=O (configuration not stated),-0.3,101,6,-0.2,-6,8,-0.1,0,0,0
COc1ccc(OC)c(NP(=O)(Oc2ccccc2)Oc2ccccc2)c1,2.5,89,8,2.4,-13,-2,0.1,3,-4,1
CCCC(C)n1[nH]c(=O)c2c1NC(=O)CSC2c1ccc(OC)cc1 (configuration not stated),0.7,132,4,-2.0,2,7,-0.2,-2,1,0
O=C1c2ccccc2-n2nncc2C2c3cc(Br)ccc3CCN12 (configuration not stated),0.8,100,4,·,-3,-4,-0.2,-5,1,·
CC1SC2(CN3CCC2CC3)NC1=O (configuration not stated),0.4,87,5,-1.9,2,3,0.2,-2,-2,1
COC(=O)COc1cc(C)cc2oc(=O)c3c(c12)CCCC3,1.4,106,7,0.3,-2,-1,0.3,0,1,-1
O=C(CN1CCOCC1)c1ccc(Br)cc1,-0.2,95,1,-2.4,1,-3,0.1,0,0,19
O=C1N(c2cccc(Cl)c2)C(c2cccnc2)N2CCCN12 (configuration not stated),-0.4,95,12,-2.0,-3,-3,-0.2,5,-1,8
Cc1ccccc1-n1c(-c2ccc([N+](=O)[O-])cc2)nc2ccccc2c1=O,0.0,100,3,0.8,1,5,-0.1,0,0,23
CC(C)c1ccc(N2C(=O)NC(=O)/C(=C\c3cnc(-c4ccccc4)nc3)C2=O)cc1,0.9,89,10,-0.1,5,5,-0.2,4,1,4
COC(=O)C1=C(c2ccc(F)cc2F)C[C@@H]2CC[C@H]1N2C(=O)NCCOc1ccccc1,-5.1,99,-2,2.4,0,-2,-0.3,2,-2,14

# Some of the entries so far, with bars between the fields.
SMILES | iPSC survival up | ABCB6 inh MLPCN | Cardio protect | MC4R barr agon | ABHD5 PLIN5 PPI | m5-HT2A agonist | aDG glyco up | Granule exo inh | Glyco luc inh | MC4R antag cAMP
Cc1c(N=Nc2c(O)n(C)c(=O)n(C)c2=O)c(=O)n(-c2ccccc2)n1C | 0.5 | 106 | -3 | -1.6 | 3 | 2 | 0.0 | -3 | 4 | 9
CCN1C(=O)N(CC)C(=O)C2(Cc3ccccc3N3CCN(c4ccccc4)CC32)C1=O (configuration not stated) | -0.3 | 101 | 6 | -0.2 | -6 | 8 | -0.1 | 0 | 0 | 0

# More records follow:
SMILES,iPSC survival up,ABCB6 inh MLPCN,Cardio protect,MC4R barr agon,ABHD5 PLIN5 PPI,m5-HT2A agonist,aDG glyco up,Granule exo inh,Glyco luc inh,MC4R antag cAMP
CCCCN1C(=O)NC(=O)C2(Cc3c(nc4ccccn4c3=O)N3CCc4ccccc4C32)C1=O (configuration not stated),-1.3,104,26,-0.5,3,3,0.0,0,2,2
COC(=O)C(O)(c1ccc(N(C)C(=O)c2ccc(Cl)c(Cl)c2)cc1)C(F)(F)F (configuration not stated),2.5,105,-1,-1.8,6,-2,0.1,1,1,2
CCCCN1C(=O)C(C2c3ccccc3C(=O)N2Cc2ccccc2)C(=O)NC1=S (configuration not stated),-1.0,99,4,-2.3,-4,5,-0.2,-1,-1,11
COc1cc2c(cc1OC)-c1c(OC)c(OC)cc3c1[C@H](C2)[N+](C)(C)CC3,2.5,97,4,-0.9,6,-3,0.7,-1,0,8
CC(O)CNc1ccc([N+](=O)[O-])c2cccnc12 (configuration not stated),-2.2,105,4,-2.3,7,-3,0.6,1,1,-14
CCN(CC)S(=O)(=O)c1cc(NC(=O)C(C)N2CC=C(c3ccccc3)CC2)ccc1C (configuration not stated),0.6,99,-8,1.2,0,13,0.2,4,-6,4
COc1ccc(CNCCc2ccc3c(c2)OCO3)cc1Br,-0.2,98,0,0.3,-5,9,0.0,36,1,-4
CC(=O)[C@@]1(O)CCC2C3CC=C4C[C@@H](O)CC[C@]4(C)C3CC[C@@]21C (some centres not stated),0.5,100,-1,1.5,2,1,-0.1,3,1,-1
CNC(=O)Oc1cccc(-c2cn3cc(OC(=O)NC)ccc3n2)c1,-2.3,106,-20,2.6,16,3,-0.2,-2,2,-15
CNC(=O)CSP(=S)(OC)OC,0.7,94,0,-0.9,-12,-1,-0.1,3,5,5
COc1ccc(CCNC(=O)c2c(N)n(CCN3CCOCC3)c3nc4ccccc4nc23)cc1,4.5,107,24,-2.5,3,-1,3.2,9,-2,1
Cc1cc(OCC(=O)N2C[C@H]3C[C@@H](C2)c2cccc(=O)n2C3)c2c(C)cc(=O)oc2c1,-0.1,103,3,-0.5,-3,4,-0.1,2,-2,8
CN1[C@@H]2CC[C@H]1CC(OC1c3ccccc3CCc3ccccc31)C2 (some centres not stated),-2.8,90,28,-0.2,32*,-8,0.7,30,3,4
CCOC(=O)C(O)(c1ccc(N(CC)S(=O)(=O)c2ccc(C)cc2)cc1)C(F)(F)F (configuration not stated),-2.4,104,-8,1.2,-4,-8,0.1,1,0,5
Cc1ccc2c(c1)C(c1ccccc1)=NCC(=O)N2C,1.3,99,5,2.7,-3,3,0.3,4,4,-1
Cc1ccc(N(C)C(=O)Oc2ccc(C(=O)c3ccc(Cl)cc3)cc2)cc1,1.3,94,-16,-0.2,-1,3,0.1,0,-2,-4
CC(=O)Nc1ccccc1OP1(=O)COc2ccccc2OC1,-0.5,94,-4,-0.6,-2,2,-0.1,1,3,2
CN(C)C(=O)Oc1ccc2c(c1)O/C(=C\c1ccc(Cl)cc1)C2=O,-0.5,97,-4,-0.3,3,2,0.1,-1,-1,4
O=c1[nH]c(O)c(C=Nc2ccccc2Sc2ccccc2)c(=O)[nH]1,-0.5,96,-8,-0.9,-3,-5,-0.1,7,0,-6
O=[N+]([O-])c1c(Cl)c(Cl)c(Cl)c(Cl)c1Cl,0.2,97,0,-0.5,-1,5,0.2,14,0,16
CC(=O)N1CC(=O)Nc2ccc(Br)cc2C1c1ccc(F)cc1 (configuration not stated),-0.5,95,8,-0.3,-2,3,-0.1,-4,-1,4
CC1CN=C(Nc2ccc(F)cc2)S1 (configuration not stated),-0.9,101,3,-1.5,-4,1,0.4,0,0,-1
O=C(Cc1ccc(Cl)cc1)NCCN1CCN(C(=O)Cc2ccc(Cl)cc2)CC1,-0.3,99,-1,-0.7,11,-8,2.6,-2,2,7
c1ccc2[nH]c(CCN3CCCCC3)nc2c1,-0.1,77,19,-0.8,4,11,0.0,-11,-1,4
Cc1nnc2ccc(N3CCN(C)CC3)nn12,-2.8,109,11,-1.7,-3,0,-0.4,1,2,0

# This is a subset; the hit share may differ from the screen's.
